ROC1-CUL1 inh: inhibitors of human ROC1-CUL1 ubiquitin ligase activity. in vitro K48 di-Ub FRET, acceptor:donor ratio, 45 min. inhibition, % at 10 µM. 0.6% of 140,000 active; in the data active means inhibition above about 25%
Target sequence (P62877 whole entry, looked up): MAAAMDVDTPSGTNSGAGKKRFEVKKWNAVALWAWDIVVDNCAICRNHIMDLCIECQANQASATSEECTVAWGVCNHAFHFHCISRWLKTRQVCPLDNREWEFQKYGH
Target sequence (Q13616 whole entry, looked up): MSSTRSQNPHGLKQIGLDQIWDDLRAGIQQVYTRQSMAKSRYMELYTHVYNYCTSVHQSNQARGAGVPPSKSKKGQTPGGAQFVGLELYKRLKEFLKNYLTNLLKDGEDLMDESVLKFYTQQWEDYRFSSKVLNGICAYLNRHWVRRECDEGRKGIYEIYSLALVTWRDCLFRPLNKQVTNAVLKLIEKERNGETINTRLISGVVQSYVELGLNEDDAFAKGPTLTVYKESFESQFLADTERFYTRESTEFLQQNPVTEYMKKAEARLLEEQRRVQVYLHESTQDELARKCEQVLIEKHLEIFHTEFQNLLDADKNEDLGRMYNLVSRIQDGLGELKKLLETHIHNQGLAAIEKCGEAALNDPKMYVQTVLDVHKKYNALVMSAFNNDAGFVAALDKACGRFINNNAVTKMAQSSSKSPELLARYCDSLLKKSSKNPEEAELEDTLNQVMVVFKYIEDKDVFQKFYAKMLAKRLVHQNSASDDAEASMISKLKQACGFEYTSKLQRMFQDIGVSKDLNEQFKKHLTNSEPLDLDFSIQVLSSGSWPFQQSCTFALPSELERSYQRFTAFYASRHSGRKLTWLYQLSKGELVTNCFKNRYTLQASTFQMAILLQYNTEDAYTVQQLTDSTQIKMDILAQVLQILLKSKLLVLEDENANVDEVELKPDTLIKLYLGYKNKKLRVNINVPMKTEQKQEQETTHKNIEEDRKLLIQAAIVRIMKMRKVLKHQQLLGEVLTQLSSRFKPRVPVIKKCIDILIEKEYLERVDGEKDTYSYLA
The depositor's hits bear a star. An excerpt, so the mix of outcomes need not match the whole.

no.	ROC1-CUL1 inh	mol
1	3	Cc1c(C(=O)NCCN2CCOCC2)sc2ncnc(NCCC3=CCCCC3)c12
2	7	Nc1c(-c2nc(-c3ccccc3)cs2)c2ccccn2c1C(=O)c1ccc2c(c1)OCO2
3	-8	Cc1ccc(CNC(=O)Cn2c(=O)n(-c3ccc(C)c(F)c3)c(=O)c3sc4ccccc4c32)cc1
4	-4	COCCn1c(CCc2ccccc2)nnc1SCC(=O)Nc1cc(Cl)cc(Cl)c1
5	-9	CCc1cc(C(c2cccc(F)c2)N2CCN(C)CC2)c(NC(=O)c2ccccc2)s1 (stereo not given)
6	-2	COc1cccc(C=C2C(=O)NC(=S)NC2=O)c1OC
7	-9	N#Cc1c(SCC(=O)O)nc2c(c1-c1cccnc1)CCC2
8	-1	CCOC(=O)c1c(NC(=O)C(C)Oc2ccccc2F)sc(C(C)=O)c1C (stereo not given)

5 records drawn at random from those above, as already listed:
no.	ROC1-CUL1 inh	mol
5	-9	CCc1cc(C(c2cccc(F)c2)N2CCN(C)CC2)c(NC(=O)c2ccccc2)s1 (stereo not given)
3	-8	Cc1ccc(CNC(=O)Cn2c(=O)n(-c3ccc(C)c(F)c3)c(=O)c3sc4ccccc4c32)cc1
1	3	Cc1c(C(=O)NCCN2CCOCC2)sc2ncnc(NCCC3=CCCCC3)c12
6	-2	COc1cccc(C=C2C(=O)NC(=S)NC2=O)c1OC
8	-1	CCOC(=O)c1c(NC(=O)C(C)Oc2ccccc2F)sc(C(C)=O)c1C (stereo not given)

(next part)
no.	ROC1-CUL1 inh	mol
9	-6	Cc1cc(C(F)(F)F)nc(NC(=O)NC(=O)c2cccc(F)c2)n1
10	12	CCc1ccc(/C(C)=N/NC(=O)C(C)Oc2ccc(Cl)cc2C)s1 (stereo not given)
11	0	Cc1cc(Cl)ccc1OCC(=O)Oc1ccc2ccccc2c1Br
12	-6	Cc1cccc(C2=NC(C(F)(F)F)(C(F)(F)F)C3C(=O)NC(=O)N(c4ccc(F)cc4)C3=N2)c1 (stereo not given)
13	-11	O=C(C=C1CCCCC1)c1sc2ccccc2c1O
14	-5	Cc1ccc(C)c(S(=O)(=O)NC(CCC(=O)O)C(=O)O)c1 (stereo not given)
15	-4	N#CC1(c2ccccc2)CCCN1C(=O)c1ccc(Br)cc1 (stereo not given)
16	-1	CCOc1ccc(C(=O)/C=C/c2cn(CC(O)CN3CCc4ccccc43)c3ccccc23)cc1 (stereo not given)
17	-2	COc1ccc(CNC(=O)C(C)n2nc(C)c3sc4ccccc4c3c2=O)cc1OC (stereo not given)
18	9	CC(C)(C)c1cc(/C=N/Nc2nc(-c3ccccc3)cc(-c3ccccc3)n2)cc(C(C)(C)C)c1O
19	8	Cn1nnnc1SCCNCc1ccc(Cl)c(Cl)c1
20	-3	O=C1CCCN1CCC(=O)N1CCc2[nH]nc(-c3ccc(C(F)(F)F)cc3)c2C1
21	-6	O=[N+]([O-])c1cccc(/C=C/c2ccncc2)c1
22	8	COc1cc2c(cc1OC)-c1cc(N=O)c(O)n1C(C)(C)C2
23	-12	CCOC(=O)c1c(C)c(-c2ccccc2)n(CC(=O)Nc2cc(C)cc(C)c2)c1C
24	-4	CC(C)N=C1N(C(C)C)C(=O)C1(C(=O)C(C)(C)C)C1(C(C)(C)C)OC(=O)C(C(=O)C(C)(C)C)=C(C(C)(C)C)O1 (stereo not given)
25	4	CC(C)c1ccccc1NC(=O)CSc1nnc(COc2ccccc2)o1
26	-16	C=CCSc1nc2sc3c(c2c(=O)n1Cc1ccccc1)CC(C)(C)OC3
27	4	CCC(c1ccccc1)c1n[nH]c2c1CN(C(=O)c1ccon1)CC2 (stereo not given)
28	3	CCCOC(=O)C1C(C)=NC(=O)NC1c1ccccc1O (stereo not given)
29	0	COc1ccc(CCNC(=O)Cn2c(-c3cccs3)cc3cc(F)ccc32)cc1OC
30	-2	CCOC(=O)c1ccc(NC(=O)C(Cc2c[nH]c3ccccc23)NC(=O)C23CC4CC(CC(C4)C2)C3)cc1 (stereo not given)
31	7	O=c1[nH]cnc2nc(-c3ccc(Cl)cc3)[nH]c12
32	5	O=C1N(c2ccc(Br)cc2)C2CS(=O)(=O)CC2N1c1cccc(Cl)c1 (stereo not given)
33	1	CCN1CCN(C(=O)c2cnn(-c3ccc(F)cc3)c2-n2cccc2)CC1
34	0	Cc1noc(COc2ccccc2OCC(N)=O)n1
35	-1	Cc1ccc(/C=N/NC(=O)C(C)N(c2ccccc2)S(C)(=O)=O)c(C)c1C (stereo not given)
36	-2	Cc1ccc([C@@H]2C[C@H]3CN(C4Cc5ccccc5C4)C(=O)[C@]34CCCN24)s1
37	19	CCOc1ccc(-n2nc3c(Cl)nnc(-c4ccccc4)c3c2-c2ccccc2)cc1
38	6	COC(=O)c1nc(-c2ccccc2)oc1N1CCCCC1
39	-3	Cc1ccc(S(=O)(=O)CNC(=S)c2cccc(C)c2)cc1
40	9	CCc1nnc(NC(=O)CCn2cnc3ccccc3c2=O)s1
41	3	CC1(C)OC[C@@H]2OC(COC(=O)c3ccccc3)C(OC(=O)c3ccccc3)[C@@H]2O1 (stereo not given in full)
42	-4	O=C(NCc1ccc(Cl)cc1)c1cnc2sc(N3CCCC3)nn2c1=O
43	4	COc1cc(C2c3c(n[nH]c3-c3ccc(-c4ccccc4)cc3)OC(=N)C2C#N)cc(OC)c1OC (stereo not given)
44	-8	COC(=O)[C@]1(C)C[C@H](C(=O)N2CCCCO2)[C@H](c2ccccc2)N1C
45	-1	COc1ccc(CNC(=O)CCc2c(C)nn(-c3ccc(N4CCCC4)nn3)c2C)cc1
46	5	O=C(Nc1c(C(=O)N2CCN(Cc3ccccc3)CC2)cnn1-c1ccccc1Cl)c1ccco1
47	-1	CC(C)c1nccn1CCCNC(=O)c1ccc(N2CCN(C)CC2)nc1
48	-6	O=S(=O)(c1ccccc1)c1nnn2c1nc(NCc1ccc(F)cc1)c1sccc12
49	-2	O=C(NC(C(=O)O)C12CC3CC(CC(C3)C1)C2)c1ccccc1F (stereo not given)
50	0	CCOC(=O)N1CCN(c2nc3c(c(Nc4ccc(OC)cc4)n2)C(=O)CCC3)CC1
51	-4	CCCn1c(C)c(CC(=O)N2CCCC(CO)C2)c2c1CC(C)(C)CC2=O (stereo not given)
52	-12	COc1ccc(C)cc1NC(=O)C1CCCN(c2ncnc3onc(C)c23)C1 (stereo not given)
53	-9	CC(Oc1c(F)c(F)cc(F)c1F)C(=O)Nc1cc(Cl)ccc1Cl (stereo not given)
54	4	Cc1ccn2c(=O)cc(COc3ccc(NC(=O)COc4ccccc4)cc3)nc2c1
55	3	Cc1ccc(/C=C/c2onc(C)c2S(=O)(=O)N2CCC(C(=O)N3CCN(c4cc(C)ccc4C)CC3)CC2)cc1
56	-2	CCN(CC)C(=O)c1cn(Nc2ccccc2)nn1
57	-1	c1csc(-c2nnc(Cc3cccc4ccccc34)o2)c1
58	-12	Cc1cc(NC(=O)c2sc3nc(-c4ccc5c(c4)OCO5)ccc3c2N)ccc1Br
59	-1	Cc1cccc(/C=C2/SC(=O)N(Cc3ccccc3C#N)C2=O)n1
60	2	CCc1ccccc1NC(=O)c1cnn2c(-c3ccccc3)cc(-c3ccccc3)nc12
61	2	CCOc1ccc(-c2n[nH]c3c2CN(C(=O)CCc2ccco2)CC3)cc1
62	9	CCOC(=O)c1cc(C)sc1NC(=O)c1ccncc1
63	-12	C/C(=N\NC(=O)c1csc2ccccc12)c1ccc(Br)s1
64	-2	COc1cc(CNc2ccc3[nH]c(=O)[nH]c3c2)cc(Br)c1OCc1ccc(F)cc1

Reprinted from the part before: 5 compounds, followed by the next part.
no.	ROC1-CUL1 inh	mol
60	2	CCc1ccccc1NC(=O)c1cnn2c(-c3ccccc3)cc(-c3ccccc3)nc12
61	2	CCOc1ccc(-c2n[nH]c3c2CN(C(=O)CCc2ccco2)CC3)cc1
62	9	CCOC(=O)c1cc(C)sc1NC(=O)c1ccncc1
63	-12	C/C(=N\NC(=O)c1csc2ccccc12)c1ccc(Br)s1
64	-2	COc1cc(CNc2ccc3[nH]c(=O)[nH]c3c2)cc(Br)c1OCc1ccc(F)cc1
65	-9	COc1cc(NC(=O)Cn2c(=O)n(C(C)C)c(=O)c3oc4ccccc4c32)cc(OC)c1
66	-2	CCN(CC1CCCN(CCc2cccc(F)c2)C1)C(=O)CN1CCCCC1=O (stereo not given)
67	-2	CCN(CC)CCNC(=O)c1sc2nc3n(c(=O)c2c1C)CCCCC3
68	-5	Cc1cccc2cc3c4ccccc4c4ccccc4c3c[n+]12
69	15	C#CCSc1nc2sc(C)c(C)c2c(=O)n1CC=C
70	3	CCOC(=O)N1CCN(C(=O)c2csc3nc(-c4cccc(F)c4)cn23)CC1
71	-2	COC(=O)C1C(=O)C=C(C(C)(C)C)N(c2ccc(F)cc2)C1=O (stereo not given)
72	-7	CCOc1cc2ccccc2n1C
73	0	CCC(=O)N1c2ccccc2-c2nnc(SC)nc2OC1c1cccc(OC)c1OC (stereo not given)
74	-10	CC(C)(C)Oc1ccnc(OC(C)(C)C)n1
75	-6	Cc1cc2c(cc1S(=O)(=O)CCC(=O)N1CCC(C)CC1)OCC(=O)N2
76	-11	COCCC(=O)Nc1ccc2c(c1)CN(CC1=CC[C@H]3C[C@@H]1C3(C)C)CC2
77	0	CCOC(=O)c1c(NC(=O)CC2Sc3ccccc3NC2=O)sc2c1CCCC2 (stereo not given)
78	-11	Cc1ccc(NC(=O)c2ccco2)cc1Cl
79	-6	Cc1cccc(Cn2c(=O)n(Cc3ccccc3)c(=O)c3c2c2cc(C)ccc2n3C)c1
80	4	COc1cccc(CN2C(=O)CCC2CCNCCOc2ccc(F)cc2)c1 (stereo not given)
81	1	COc1ccc(N(C)C(=O)c2cn(C3CCCCC3)c(=O)c3c2c2ccccc2n3C)cc1
82	0	O=C(NCCc1ccncc1)c1coc(CN2CCN(Cc3ccccc3)CC2)n1
83	9	CCCn1c(=O)c2c(nc3n2CCCN3Cc2ccccc2)n(C)c1=O
84	-10	CC(C)CN1CSC(COc2cccc3ccccc23)C1 (stereo not given)
85	-3	CCOC(=O)c1cnc2ccccc2c1Nc1cccc(OC)c1
86	-7	O=C(NC(=S)N1CCSCC1)c1cccnc1
87	0	Cn1c(=O)c2c(nc(NCCc3ccccc3)n2Cc2ccc(Cl)cc2)n(C)c1=O
88	16	Cc1cc(C)n(CCC(=O)NN=C2CCCCC2)n1
89	-8	COc1cc(C(=O)Oc2ccccn2)cc(OC)c1OC
90	2	O=C(CSc1nnc2sc3ccccc3n12)Nc1ccc(Br)cc1
91	8	Cc1cc(=O)oc2cc(OC(=O)C(C)(C)C)ccc12
92	-4	O=C(NCCCCNC(=O)c1ccc(Cl)s1)c1ccc(Cl)s1
93	7	Cc1ccccc1C(=O)c1cccn1CC(=O)NCc1ccc(Cl)cc1
94	-6	COc1ccccc1CCC(=O)Nc1cnn(CC(=O)N2CCC(C(O)c3cccs3)CC2)c1 (stereo not given)
95	3	Cc1ccc(-c2onc(C)c2C)cc1S(=O)(=O)N1c2ccccc2CC1C (stereo not given)
96	3	CCOc1cc(/C=C2\C(=O)N(c3ccccc3)C(=S)N2c2ccc(CC)cc2)c(Br)cc1O
97	12	CCOC(=O)c1nn(-c2ccc(OC)cc2)cc1O
98	9	O=C(NNc1ccc(Cl)nn1)Nc1cccc(C(F)(F)F)c1
99	4	NN1C=Nc2ccc(Cl)cc2C1(O)c1ccccc1 (stereo not given)
100	4	CCN(CCCNC(=O)c1cc2cc3cc(OC)ccc3nc2s1)c1cccc(C)c1
101	8	Cc1cc(C)c(C)c(S(=O)(=O)NCc2ccc(C(=O)N3CCOCC3)cc2)c1C
102	-4	CCC(CC)c1nn2cc(-c3ccccc3)nc2s1
103	-5	COCC(COCCCNC(=O)Nc1ccc(Br)cc1)OC (stereo not given)
104	-3	COc1cc(-c2noc(-c3ccc(N4CCN(C)CC4)c([N+](=O)[O-])c3)n2)cc(OC)c1OC
105	7	CCc1ccccc1N=CCC(=O)c1ccc(Br)cc1
106	4	CCOc1ccccc1C1C(C(C)=O)=C(C)Nc2ncnn21 (stereo not given)
107	-10	Cc1nc(-n2nc(C)c(Cc3ccccc3Cl)c2C)sc1C(=O)N1CCCCC1C (stereo not given)
108	-2	CCCNC(=O)CSc1nc(-c2ccco2)cc(C(F)(F)F)n1
109	-9	COc1cccc(OCC(=O)NC2CC(=O)N(c3cccc(OC)c3)C2)c1 (stereo not given)
110	44*	CC(=O)N1CCc2cc(S(=O)(=O)NC(CC(C)C)C(=O)NCCc3cccc(C)c3)ccc21 (stereo not given)
111	13	CCN1CCN(CC(O)COc2cccc(CNCCOC(C)C)c2)CC1 (stereo not given)
112	0	Cc1ccc(CNC(=O)Nc2cc(C(=O)NCc3cccc(F)c3)ccc2N2CCCC2)cc1
113	-2	CCOC(=O)c1c(NC(=O)c2nn(C)cc2[N+](=O)[O-])sc2c1CCCC2
114	18	O=C(N/N=C/c1ccc(-c2ccccc2)cc1)c1ccccc1Br
115	12	CSc1nc2sc3c(c2c(=O)n1-c1ccccc1C)CC(C)(C)OC3
116	0	O=C(c1cnc[nH]1)N1CCC2(CCCN(CC3CCCCC3)C2=O)C1 (stereo not given)
117	1	CC(=O)Nc1ccc(Oc2ncc([N+](=O)[O-])s2)cc1
118	10	CC(C)c1ccccc1OCCCCCCN1CCN(C)CC1
119	1	CCNc1nc(NCC)nc(SCCOc2ccccc2)n1
120	84*	CN=C1CC=CC=C(C(=O)/C=C/c2ccccc2)C1=O
121	-6	CC(=O)N1N=C(c2ccc(Cl)cc2Cl)OC1(C)C
